IDH1 mut inh: inhibitors of IDH1 R132H reductase, primary screen, biochemical, plate reader, single point; 70,000 tested, 0.18% active; diaphorase/resazurin fluorescence, 60 min; Isocitrate dehydrogenase [NADP] cytoplasmic (Homo sapiens), O75874; inhibition, % at 10 µM; AID 624101, 2012; in the data active = inhibition above about 34%;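 also: 0% = DMSO and 100% = no enzyme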
Target sequence (O75874 whole entry R132H): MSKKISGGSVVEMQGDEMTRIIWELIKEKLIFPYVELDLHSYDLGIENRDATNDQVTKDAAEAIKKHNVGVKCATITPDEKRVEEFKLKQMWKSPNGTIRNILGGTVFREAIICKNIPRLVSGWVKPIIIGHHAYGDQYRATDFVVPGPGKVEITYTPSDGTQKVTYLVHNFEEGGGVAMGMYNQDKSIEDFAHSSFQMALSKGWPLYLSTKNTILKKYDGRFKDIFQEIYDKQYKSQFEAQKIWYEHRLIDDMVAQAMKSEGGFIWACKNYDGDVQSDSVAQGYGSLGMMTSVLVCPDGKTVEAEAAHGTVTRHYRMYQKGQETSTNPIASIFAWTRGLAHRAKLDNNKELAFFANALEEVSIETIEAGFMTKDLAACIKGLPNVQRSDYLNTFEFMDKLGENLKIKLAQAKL
PRC2 inh: EZH2/PRC2 methyltransferase inhibitors, primary screen, biochemical, DELFIA time-resolved fluorescence, single point. Histone-lysine N-methyltransferase EZH2 (Homo sapiens), Q15910. PRC2 H3K27 methylation, DELFIA TRF, 1 h. inhibition, % at 12.5 µM. 57,000 tested, 0.35% active;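 active = mean inhibition of replicates at least 50% and every single replicate also reaching 50%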;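 also: dimethyl H3K27 on biotinylated H3 21-44 peptide detected by antibody; plate controls were median neutral control wells for no effect and median positive control wells for full effect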
The depositor's hits bear a star.

For C[C@H](O)C#Cc1ccc2c(c1)O[C@H](CN(C)C(=O)c1ccncc1)[C@H](C)CN([C@@H](C)CO)S2(=O)=O the results were IDH1 mut inh -2.4 and PRC2 inh 5.
For CCOC(=O)c1c(NC(=O)COc2ccccc2Br)sc(C)c1C the results were IDH1 mut inh 0.2 and PRC2 inh -3.
Screening CCCc1cn(CC[C@@H]2CC[C@@H](NC(=O)C3CCCCC3)[C@H](CO)O2)nn1 returned IDH1 mut inh -0.1 and PRC2 inh 16.
Screening COc1ccc(NC(=O)N(C)C[C@@H]2Oc3ncc(C4=CCCC4)cc3C(=O)N([C@H](C)CO)C[C@@H]2C)cc1 returned PRC2 inh 2.
Screening C[C@H](CO)N1C[C@H](C)[C@H](CN(C)S(=O)(=O)c2ccc(Cl)cc2)Oc2c(NS(=O)(=O)c3ccc(F)cc3)cccc2C1=O returned IDH1 mut inh 0.7.
For C[C@@H]1CN([C@H](C)CO)C(=O)c2cc(NC(=O)NC3CCCCC3)ccc2O[C@@H](C)CCCCO[C@@H]1CN(C)Cc1ccc(C(F)(F)F)cc1 the results were IDH1 mut inh 3.1.
Screening Cc1ccc(S(=O)(=O)Nc2ccc3c(c2)C(=O)N([C@H](C)CO)C[C@H](C)[C@@H](CN(C)S(=O)(=O)c2ccc(F)cc2)OCCCC[C@@H](C)O3)cc1 returned IDH1 mut inh -0.1.
Screening COc1ccc(NC(=O)N(C)C[C@@H]2Oc3c(NC(=O)C4CCCCC4)cccc3C(=O)N([C@H](C)CO)C[C@@H]2C)cc1 returned IDH1 mut inh 2.0 and PRC2 inh 9.
COCC#Cc1cnc2c(c1)C(=O)N([C@@H](C)CO)C[C@@H](C)[C@H](CN(C)C(C)=O)O2 was read as IDH1 mut inh -0.2 and PRC2 inh 2.
C[C@@H]1CN([C@@H](C)CO)C(=O)Cc2cc(NC(=O)Nc3ccc(F)cc3)ccc2O[C@@H]1CN(C)Cc1ccc(-c2ccccc2)cc1 was read as IDH1 mut inh 2.5.
O=C(C[C@@H]1CC[C@@H](NC(=O)Nc2cc(F)ccc2F)[C@H](CO)O1)NCc1ccccn1 was read as IDH1 mut inh 0.0 and PRC2 inh -12.
For O=C(C[C@@H]1C[C@@H]2c3cc(NS(=O)(=O)c4ccc(F)cc4)ccc3O[C@@H]2[C@H](CO)O1)NCCc1ccccc1 the results were IDH1 mut inh 0.2 and PRC2 inh -6.
Screening C[C@@H]1CN([C@@H](C)CO)S(=O)(=O)c2ccc(C#CC3CC3)cc2O[C@H]1CN(C)Cc1ccccn1 returned IDH1 mut inh -0.1 and PRC2 inh 8.
For CN(C)Cc1cn(CC[C@@H]2CC[C@@H](N)[C@H](CO)O2)nn1 the results were IDH1 mut inh 0.1 and PRC2 inh -3.
`CN(C)CC(=O)Nc1ccc2c(c1)[C@@H]1C[C@H](CC(=O)NCCc3ccccc3)O[C@@H](CO)[C@@H]1O2` gave IDH1 mut inh -4.1 and PRC2 inh 6.
Screening COc1ccc(N(CC(=O)Nc2ccccc2C(=O)O)S(C)(=O)=O)cc1 returned IDH1 mut inh 0.1 and PRC2 inh -11.
For C[C@@H]1CCCCO[C@H](CN(C)C(=O)Cc2ccccc2)[C@@H](C)CN([C@H](C)CO)C(=O)c2cc(NC(=O)Nc3ccccc3)ccc2O1 the results were IDH1 mut inh 0.2.
For COCCCNC(=O)[C@@]1(Cc2ccccc2CN=[N+]=[N-])N=C(c2ccc(OCCCO)cc2)O[C@H]1c1ccccc1 the results were PRC2 inh 5.
C[C@@H]1CN([C@@H](C)CO)C(=O)c2cc(N(C)C)ccc2O[C@H]1CN(C)Cc1ccncc1 was read as IDH1 mut inh 1.2 and PRC2 inh -1.
For C[C@@H]1CN([C@@H](C)CO)C(=O)c2cccc(NS(=O)(=O)c3ccc(Cl)cc3)c2O[C@H]1CN(C)C(=O)Nc1ccc(F)cc1 the results were IDH1 mut inh 0.7 and PRC2 inh 10.

Fetched by structure from the entries so far, two records:
C[C@@H]1CN([C@@H](C)CO)C(=O)c2cc(N(C)C)ccc2O[C@H]1CN(C)Cc1ccncc1 was read as IDH1 mut inh 1.2 and PRC2 inh -1.
O=C(C[C@@H]1CC[C@@H](NC(=O)Nc2cc(F)ccc2F)[C@H](CO)O1)NCc1ccccn1 was read as IDH1 mut inh 0.0 and PRC2 inh -12.

Carrying on:
For COCC(=O)Nc1ccc2c(c1)C(=O)N(C)C[C@H](OC)[C@@H](C)CN(Cc1cncnc1)[C@@H](C)CO2 the results were IDH1 mut inh -0.3 and PRC2 inh -12.
`CCCC#Cc1ccc2c(c1)O[C@H](CN(C)Cc1ccc3c(c1)OCO3)[C@H](C)CN([C@@H](C)CO)S2(=O)=O` gave IDH1 mut inh -0.2 and PRC2 inh 1.
Screening C[C@@H](NC(=O)C[C@@H]1CC[C@@H](NC(=O)Cc2ccccn2)[C@@H](CO)O1)c1ccccc1 returned IDH1 mut inh -0.1 and PRC2 inh 1.
`CC(C)NC(=O)Nc1cccc2c1O[C@@H](CN(C)Cc1ccc(C(=O)Nc3ccccc3N)cc1)[C@@H](C)CN([C@H](C)CO)C2=O` gave IDH1 mut inh -0.3 and PRC2 inh 5.
For C[C@H](CO)N1C[C@H](C)[C@@H](CN(C)C(=O)C2CC2)Oc2cc(C#Cc3ccccc3)ccc2S1(=O)=O the results were IDH1 mut inh 1.0 and PRC2 inh 0.
Cc1sc2ncnc(SCC(=O)C(C)(C)C)c2c1C was read as IDH1 mut inh 0.5 and PRC2 inh -2.
For CO[C@H]1CN(C)C(=O)c2cc(NC(=O)c3ccccc3F)ccc2OC[C@@H](C)N(C(C)=O)C[C@@H]1C the results were IDH1 mut inh 0.0 and PRC2 inh -16.
For O=C(NCC[C@@H]1CC[C@@H](NS(=O)(=O)c2cccc(F)c2)[C@@H](CO)O1)C1CCCC1 the results were IDH1 mut inh 0.1 and PRC2 inh -12.
Screening CN(C)c1ccc2c(c1)[C@H]1C[C@@H](CC(=O)NCc3ccc(Cl)cc3)O[C@@H](CO)[C@H]1O2 returned IDH1 mut inh -1.8 and PRC2 inh -32.
Screening C[C@H]1CN([C@@H](C)CO)C(=O)Cc2cc(NC(=O)Nc3ccc(F)cc3)ccc2O[C@H]1CN(C)Cc1ccc(Cl)c(Cl)c1 returned IDH1 mut inh -0.5.
For C[C@H]1CN([C@@H](C)CO)C(=O)c2cccc(NS(C)(=O)=O)c2O[C@@H]1CN(C)C(=O)Nc1ccccc1 the results were IDH1 mut inh 0.9 and PRC2 inh 5.
CC(C)c1ccc2c(c1)c1c3c(cncn32)CCC1 was read as IDH1 mut inh 12 and PRC2 inh 4.
For COc1ccc(S(=O)(=O)Nc2ccc3c(c2)C(=O)N([C@H](C)CO)C[C@H](C)[C@H](CN(C)S(=O)(=O)c2ccc(OC)cc2)O3)cc1 the results were IDH1 mut inh 0.4.
CCOC(=O)c1ccc(Cn2c(-c3ccccc3)nnc2-c2ccccc2)o1 was read as IDH1 mut inh 2.3.
For C[C@H](CO)N1C[C@H](C)[C@@H](CN(C)C(=O)Nc2ccccc2)OCCCC[C@H](C)Oc2ccc(NC(=O)CCC(F)(F)F)cc2C1=O the results were IDH1 mut inh 0.0.
Screening C[C@@H]1CN([C@H](C)CO)C(=O)c2cc(C3=CCCCC3)cnc2O[C@@H]1CN(C)S(C)(=O)=O returned IDH1 mut inh 2.6 and PRC2 inh -14.
Screening CCCC#Cc1ccc2c(c1)O[C@H](CN(C)C(=O)NCCC)[C@H](C)CN([C@H](C)CO)S2(=O)=O returned IDH1 mut inh 0.4.
Screening CN(CC(=O)Nc1ccc(Nc2ccccc2)cc1)S(=O)(=O)c1cc(Cl)ccc1Cl returned IDH1 mut inh 0.1 and PRC2 inh 9.
C[C@H](CO)N1C[C@H](C)[C@H](CN(C)S(=O)(=O)c2cn(C)cn2)Oc2ccc(NS(=O)(=O)c3ccc(F)cc3)cc2CC1=O was read as IDH1 mut inh 0.5.
Screening C[C@H](CO)N1C[C@H](C)[C@@H](CN(C)C(=O)Nc2ccccc2)Oc2ccc(NS(C)(=O)=O)cc2CC1=O returned IDH1 mut inh 1.3.
For C/C=C/c1ccc2c(c1)O[C@@H](CN(C)C(=O)c1ccncc1)[C@@H](C)CN([C@H](C)CO)S2(=O)=O the results were IDH1 mut inh -9.4 and PRC2 inh 9.
Screening C[C@@H]1CN([C@H](C)CO)C(=O)c2cc(NS(=O)(=O)c3ccccc3)ccc2O[C@@H](C)CCCCO[C@H]1CN(C)C(=O)Nc1ccc(F)cc1 returned IDH1 mut inh -1.1.
`C[C@@H]1CN([C@@H](C)CO)C(=O)Cc2cc(NS(=O)(=O)c3ccc(F)cc3)ccc2O[C@H]1CN(C)CC1CCCCC1` gave IDH1 mut inh 1.8.
COc1ccccc1CNC(=O)C[C@@H]1C=C[C@@H](NC(=O)CC2CC2)[C@H](CO)O1 was read as IDH1 mut inh 0.1 and PRC2 inh 0.
`C[C@H]1CN([C@@H](C)CO)C(=O)c2cc(NC(=O)C3CC3)ccc2O[C@@H]1CN(C)CC1CCCCC1` gave IDH1 mut inh -0.4 and PRC2 inh 1.
`O=C(O)CNS(=O)(=O)c1ccccc1` gave PRC2 inh 13.
`O=C(N/N=C/c1nccs1)c1ccccn1` gave IDH1 mut inh -1.1 and PRC2 inh 10.
For COC(=O)C[C@@H]1C[C@@H]2c3cc(NS(=O)(=O)c4ccccc4)ccc3O[C@@H]2[C@H](CO)O1 the results were IDH1 mut inh -0.1 and PRC2 inh 5.
Screening C[C@H]1CN([C@@H](C)CO)C(=O)c2cc(NS(=O)(=O)c3cn(C)cn3)ccc2O[C@@H]1CN(C)C returned IDH1 mut inh -0.5 and PRC2 inh 7.
Screening C[C@@H]1CN([C@H](C)CO)S(=O)(=O)c2ccc(C#Cc3ccncc3)cc2O[C@H]1CN(C)C(=O)C1CCC1 returned IDH1 mut inh 2.7 and PRC2 inh 0.
Cc1ccc(S(=O)(=O)N(C)CC(=O)Nc2ccccc2Br)cc1 was read as IDH1 mut inh -0.6 and PRC2 inh -3.
Cc1cccc(Nc2nc(N)nc(CSc3nccc(C)n3)n2)c1 was read as IDH1 mut inh -0.6 and PRC2 inh 10.
O=C(C[C@@H]1C=C[C@H](NC(=O)Nc2ccc(C(F)(F)F)cc2)[C@@H](CO)O1)NCc1cccc(F)c1 was read as IDH1 mut inh 0.7 and PRC2 inh -15.
`CC(=O)N(C)C[C@H]1Oc2ncc(C#Cc3cccnc3)cc2C(=O)N([C@H](C)CO)C[C@@H]1C` gave IDH1 mut inh 5.0 and PRC2 inh -13.
Screening CO[C@@H]1CN(C)C(=O)c2cc(NS(=O)(=O)c3cn(C)cn3)ccc2OC[C@@H](C)N(CC2CC2)C[C@@H]1C returned IDH1 mut inh -0.1 and PRC2 inh 2.
For O=C(Nc1ccccc1F)N[C@@H]1C=C[C@@H](CC(=O)N2CCCCC2)O[C@H]1CO the results were IDH1 mut inh 0.1 and PRC2 inh -2.
For C[C@H]1CN([C@@H](C)CO)C(=O)c2cccc(NC(=O)C3CC3)c2O[C@@H]1CN(C)Cc1ccc(C(=O)Nc2ccccc2N)cc1 the results were IDH1 mut inh 0.4 and PRC2 inh -4.
For Cc1ccc(S(=O)(=O)Nc2cccc3c2O[C@@H](CN(C)S(=O)(=O)c2ccc(F)cc2)[C@@H](C)CN([C@H](C)CO)C3=O)cc1 the results were IDH1 mut inh -1.1.
Screening CCC(=O)Nc1ccc2c(c1)C(=O)N(C)C[C@H](OC)[C@H](C)CN(CCC(F)(F)F)[C@@H](C)CO2 returned IDH1 mut inh 0.6 and PRC2 inh 16.
`CO[C@H]1CN(C)C(=O)c2cc(NS(C)(=O)=O)ccc2OC[C@H](C)N(Cc2ccccn2)C[C@H]1C` gave IDH1 mut inh 0.2 and PRC2 inh 6.

6 compounds already listed, sorted by length of the SMILES, rising:
Cc1ccc(S(=O)(=O)N(C)CC(=O)Nc2ccccc2Br)cc1 was read as IDH1 mut inh -0.6 and PRC2 inh -3.
COc1ccccc1CNC(=O)C[C@@H]1C=C[C@@H](NC(=O)CC2CC2)[C@H](CO)O1 was read as IDH1 mut inh 0.1 and PRC2 inh 0.
For COC(=O)C[C@@H]1C[C@@H]2c3cc(NS(=O)(=O)c4ccccc4)ccc3O[C@@H]2[C@H](CO)O1 the results were IDH1 mut inh -0.1 and PRC2 inh 5.
Screening CCC(=O)Nc1ccc2c(c1)C(=O)N(C)C[C@H](OC)[C@H](C)CN(CCC(F)(F)F)[C@@H](C)CO2 returned IDH1 mut inh 0.6 and PRC2 inh 16.
O=C(C[C@@H]1C=C[C@H](NC(=O)Nc2ccc(C(F)(F)F)cc2)[C@@H](CO)O1)NCc1cccc(F)c1 was read as IDH1 mut inh 0.7 and PRC2 inh -15.
`C[C@@H]1CN([C@@H](C)CO)C(=O)Cc2cc(NS(=O)(=O)c3ccc(F)cc3)ccc2O[C@H]1CN(C)CC1CCCCC1` gave IDH1 mut inh 1.8.

Next section.
For C[C@@H]1CN([C@H](C)CO)C(=O)c2cc(C#CC(C)(C)O)cnc2O[C@@H]1CN(C)Cc1ccccn1 the results were IDH1 mut inh -0.1.
Screening CO[C@@H](CN(C)S(=O)(=O)c1ccc(F)cc1)[C@H](C)CN(C(=O)Nc1ccccc1F)[C@H](C)CO returned IDH1 mut inh -0.2 and PRC2 inh 6.
O=C(C[C@H]1CC[C@@H](NC(=O)Nc2cc(F)ccc2F)[C@@H](CO)O1)NCCCN1CCOCC1 was read as IDH1 mut inh -0.1 and PRC2 inh 10.
Screening C[C@@H]1CN([C@@H](C)CO)C(=O)c2cccc(NS(C)(=O)=O)c2O[C@@H]1CN(C)C(=O)Nc1ccc(C(F)(F)F)cc1 returned IDH1 mut inh -0.8.
For C[C@@H]1CN([C@H](C)CO)C(=O)Cc2cc(NC(=O)NC3CCCCC3)ccc2O[C@@H]1CN(C)Cc1ccc(-c2ccccc2)cc1 the results were IDH1 mut inh 1.5.
COc1cc2c(c(OC)c1OC)-c1ccc(OC)c(=O)cc1C(NC(C)=O)CC2 (stereo unspecified) was read as IDH1 mut inh 1.0.
C[C@H](CO)N1C[C@H](C)[C@H](CN(C)C(=O)Nc2ccc3c(c2)OCO3)OCc2cn(nn2)CCCC1=O was read as IDH1 mut inh -0.9 and PRC2 inh 0.

An excerpt (hit frequency here may not be typical).
